# SW480 rerep: DNA re-replication induction in SW480 cells; 1.8% of 340,000 active; Potency, µM (titrated, usually from 46.1 µM), without a hit: at the top dose re-replication activation, actives largely listed as activators; AID 624297; SW480 DNA re-replication, Hoechst DNA content imaging, 48 h; also: potency is read from the fitted curve at half-maximal effect; % of control where 0% means no effect; nearly all actives have a fitted effect of over 55% in size
#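 Readout is total intensity of Hoechst-stained nuclei, excited at 405 nm and collected at 500-530 nm. Compound treatment lasted 48 hr at 37 C in 5% CO2 before staining.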
# HT1080NT lethal: kills 2HG-producing HT-1080-NT fibrosarcoma cells. HT-1080-NT fibrosarcoma viability, CellTiter-Glo ATP luminescence, 48 h. Potency, µM (highest dose often 46.1 µM), inactives show top-dose activity, negative = less viability, usual class: cytotoxic. 1.6% of 360,000 active. AID 686970;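 also: NT is the 2HG producing partner of a matched IDH1 knockdown line; potency is read from the fitted curve at half-maximal effect; 0% = DMSO-treated cells and -100% = media-only wells without cells; nearly all actives have a fitted effect of over 55% in size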
#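 Toxicity toward the 2HG-producing NT line was scored as %Activity, normalised to DMSO and no-cell wells, from CellTiter-Glo luminescence after 48 hours' treatment.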
# IL1B secr inh: inhibitors of inflammasome signaling (IL-1 beta secretion); activity change, % at 57.5 µM; THP-1 LPS/ATP IL-1B secretion, AlphaLISA, 16 h; hits give low values; 4.7% of 360,000 active; in the data active = activity change below about -50%; inconclusive = mostly about -30% to -49%; also: % is scaled to controls: 0 for no effect and ±100 for the full control effect
#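 THP-1 cells pretreated 1 hr with compounds (up to 57.5 uM final), then stimulated with LPS (250 ng/mL final) plus ATP (1.25 mM final); secreted IL-1B measured by AlphaLISA after 16 hr, decreased signal indicating inhibition.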
# HepG2 viability: kills HepG2 cells in TGF-b inhibitor counter-screen; 0.76% of 410,000 active; AID 588856; Potency, µM (titrated, usually from 46.1 µM), inactives show at the highest dose activity change, negative = cytotoxicity, actives largely listed as cytotoxic; HepG2 CAGA-GFP viability, ATP luminescence, 18 h; also: potency is read from the fitted curve at half-maximal effect; some results filed as inactive show a strong effect at the top dose
#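 CellTiter-Glo luminescence gave cytotoxicity after 18 hours at 37 degrees C. The cells were HepG2 CAGA-GFP in 1% FBS DMEM, stimulated with 500 pg/mL TGF-beta after compound addition. %Activity was normalised to no-cell wells (complete cell-killing) and DMSO (no toxicity), and curves were fitted and classified.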
# ATXN viability: cell viability loss in ATXN counter-screen. Potency, µM (top dose mostly 56.7 µM), most hits filed as cytotoxic. S2 cells (HEK-293 line with an ATXN2-luciferase reporter) viability, CellTiter-Fluor protease fluorescence, 24 h. 0.49% of 400,000 active. AID 651635; also: potency is read from the fitted curve at half-maximal effect; nearly all actives have a fitted effect of over 40% in size
# KB-3-1 tox: KB-3-1 parental cell cytotoxicity | Potency, µM (highest dose often 46.1 µM), for inactives: top-dose activity change, negative = cytotoxic, usual class: cytotoxic | 1.4% of 400,000 active | KB-3-1 viability, CellTiter-Glo ATP luminescence, 72 h; also: potency is read from the fitted curve at half-maximal effect; % is scaled to controls: 0 for no effect and ±100 for the full control effect; nearly all actives have a fitted effect of over 60% in size
#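 Multi-concentration cytotoxicity screen in KB-3-1 cells grown in DMEM lacking phenol red with 10% FBS. After 72 h at 37 °C with compound, ATP-dependent luminescence was recorded.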
# ATXN2 expr inh: inhibitors of ATXN2 expression; 0.72% of 360,000 active; HEK-293 ATXN2-luciferase reporter, luminescence, 24 h; Potency, µM (top dose mostly 57 µM), inactives show at the highest dose activity change, negative = inhibition, hits mostly inhibitors; AID 1745845; also: potency is read from the fitted curve at half-maximal effect; % is scaled to controls: 0 for no effect and ±100 for the full control effect; nearly all actives have a fitted effect of over 55% in size
#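 qHTS (up to 57 uM final) was run with 24 h compound exposure of reporter cells at 37 °C. Each well was multiplexed: SteadyGlo luminescence measured ATXN2-luciferase expression after a fluorogenic Gly-Phe-AFC viability readout (25 uM final).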
# MCF10A rerep: DNA re-replication induction in MCF 10a cells | 2.9% of 350,000 active | AID 624296 | Potency, µM (titrated, usually from 46.1 µM), without a hit: at the top dose activity, positive = re-replication, most hits filed as activators | MCF 10A DNA re-replication, Hoechst nuclear intensity, 48 h; also: potency is read from the fitted curve at half-maximal effect; % of control where 0% means no effect; nearly all actives have a fitted effect of over 50% in size
# HT1080 IDH1KD tx: HT-1080 IDH1 knockdown cell toxicity (counter line); Potency, µM (doses to about 46.1 µM), without a hit: at the highest dose activity, negative = toxicity, hits mostly cytotoxic; HT-1080 IDH1 knockdown viability, ATP luminescence, 48 h; 2% of 360,000 active;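 also: potency is read from the fitted curve at half-maximal effect; 0% = DMSO wells and -100% = cell-free medium wells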
#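 Luminescent ATP read-out (CellTiter-Glo, 10 min at room temperature) after 48 h compound exposure at 37 °C gave viability of IDH1-knockdown HT-1080 cells. Activity was normalised to DMSO and cell-free wells, then fitted as concentration-response curves.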
# Starred values were filed as active, the others as inactive; i = inactive; u = inconclusive; x = no result given; [ ] = dose if it differs, or a comment. Unless noted, calls follow the shape of the dose curve; as a rule, active = well fitted curve in the direction sought with a large enough effect; inconclusive = small, poorly fitted or top-dose-only effect, or another doubt; inactive = no such curve, though single readings can be large; an effect the other way counts as inactive or inconclusive.
No.	structure	ATXN2 expr inh	SW480 rerep	MCF10A rerep	HT1080 IDH1KD tx	IL1B secr inh
1	COC(=O)C(CC(=O)c1ccccc1)CC(=O)c1ccccc1	x	u	2%	4%	-6
2	COc1ccc(CC(=O)N2CCC(n3nccc3NC(=O)C3CC3)CC2)cc1	14%	0%	-2%	2%	-16
3	CCOC(=O)C1=C(N)OC2=C(C(=O)CCC2)C1c1ccccc1OC (stereo not given)	-7%	-10%	-7%	5%	13
4	O=C(CN1CCN(Cc2ccc(F)cc2)CC1)NCc1ccccc1	x	0%	-1%	-3%	13
5	CC(C)(C)C(=O)CSc1ncccn1	-10%	-25%	1%	1%	16
6	O=C(NC(=S)NNC(=O)c1ccco1)c1ccc(F)cc1	x	-5%	-2%	u	18
7	CNC(=O)c1ccc(Nc2nc(-c3ccccc3)nc3ccccc23)cc1	3%	-2%	u	18µM*	-90*
8	COc1cc(CC(=O)NCc2ccccn2)cc(OC)c1OC	-4%	-2%	-2%	22%	22

No.	ATXN viability	KB-3-1 tox	HT1080NT lethal	HepG2 viability
1	i	2%	6%	-31%
2	i	3%	6%	-1%
3	i	-11%	15%	11%
4	i	-4%	2%	0%
5	i	1%	-3%	25%
6	i	-13%	-28%	-1%
7	i	-1%	18µM*	-46%
8	i	10%	16%	10%

# Additional results
No.	structure	ATXN2 expr inh	SW480 rerep	MCF10A rerep	HT1080 IDH1KD tx	IL1B secr inh
9	Cc1cc(C(=O)OCC(=O)Nc2ccccc2C#N)c(C)o1	9%	-6%	2%	28%	9
10	Cc1ccc(N=CNc2ccc(C)cc2C)c(C)c1	-5%	-19%	u	8%	45
11	COc1ccc(NS(=O)(=O)c2cccc(C(=O)NCc3cccnc3)c2)cc1	-4%	-5%	7%	-7%	16
12	CC(C)C(NC(=O)c1ccco1)C(=O)OCC(=O)Nc1ccc(C(N)=O)cc1 (stereo not given)	11%	-6%	-4%	5%	7
13	COc1ccccc1-n1c(-c2cc(-c3ccc(F)cc3)n[nH]2)n[nH]c1=S	-21%	2%	-39%[inhibitor]	0%	21
14	CC(=O)c1ccc(Nc2nc(-c3sc(C)nc3C)cs2)cc1	x	x	x	2.9µM*	1
15	Cc1cc(C)c(C)c(C(=O)C2OC(=O)C(C)(C)C(=O)C2(C)C)c1C (stereo not given)	0%	u	4%	7%	9
16	CCOC(=O)CSc1nnc(C)n1N	-3%	0%	-3%	-5%	-4

No.	ATXN viability	KB-3-1 tox	HT1080NT lethal	HepG2 viability
9	i	2%	8%	12%
10	i	20%	15%	38%
11	i	2%	-4%	-10%
12	i	-1%	10%	-3%
13	i	-9%	1%	0%
14	u	u	u	-11%
15	i	11%	6%	11%
16	i	-4%	-4%	-16%

# Following part.
No.	structure	ATXN2 expr inh	SW480 rerep	MCF10A rerep	HT1080 IDH1KD tx	IL1B secr inh
17	CCOC(=O)c1c(C)nc2sc3c(=O)n(-c4ccc(C(C)=O)cc4)nnc3c2c1-c1ccc(OC)cc1	-9%	1%	-4%	-11%	-2
18	O=C(c1cc(-c2ccco2)nc2ccccc12)N(Cc1nnc(-c2ccc(Cl)cc2)o1)C1CC1	-11%	21%	11%	-4%	u
19	CCC(=O)Nc1nonc1-c1nc2ccccc2n1Cc1cccc2ccccc12	-12%	7.3µM*	0.37µM*	0.73µM*	6
20	CCOC(=O)/C=C(C)/C=C/C=C(C)/C=C/c1c(C)cc(OC)c(C)c1C	-16%	1%	27µM*	x	x
21	O=C(O)CCn1c(-c2ccccc2)cc2c1CCCC2=O	-1%	-34%[inhibitor]	-3%	12%	7
22	O=C(c1ccc(Br)cc1)c1cc([N+](=O)[O-])ccc1N1CCOCC1	x	0.58µM*	u	5.8µM*	39
23	COc1ccc(-c2nnc(CSc3nc4ccccc4c(=O)n3CC(C)C)o2)cc1OC	-16%	3%	-1%	u	-16
24	O=C(Cc1ccc(Cl)cc1)NC1CCCCCC1	17%	2%	-1%	9%	1

No.	ATXN viability	KB-3-1 tox	HT1080NT lethal	HepG2 viability
17	i	-28%	-8%	-10%
18	i	-1%	-5%	-31%
19	u	0.92µM*	u	-23%
20	i	x	x	x
21	i	1%	21%	-24%
22	u	-5%	5.2µM*	-8%
23	u	-7%	u	-7%
24	i	11%	10%	-3%

# Next records
No.	structure	ATXN2 expr inh	SW480 rerep	MCF10A rerep	HT1080 IDH1KD tx	IL1B secr inh
25	Cc1cc(C)cc(NC(=S)NCCSc2ccc(Cl)cc2)c1	u	0%	21µM*	u	-202*
26	CC(=O)OC(COc1ccccc1)Cn1cnc2ccccc21 (stereo not given)	-1%	-4%	9%	1%	3
27	Cc1ccc(NC(=O)C2(N3CCC3=O)CCCCC2)cc1	x	-2%	-3%	13%	0
28	CC(C)c1ccc(NC(=O)N2CCc3nc(NCc4cccc(Oc5ccccc5)c4)ncc3C2)cc1	-32%	x	x	u	0
29	Cc1nnc(C)c2c(C)n(C(c3ccccc3)c3ccccc3)c(C)c12	-29%	u	u	u	u
30	O=C(Nc1nnc(C2CC(=O)N(c3ccc(Cl)cc3)C2)s1)c1ccco1 (stereo not given)	2%	x	x	x	x
31	CCSc1nc(-c2ccccc2)cc(=O)[nH]1	-1%	-5%	-5%	10%	5
32	CCOC(=O)[C@@H]1[C@H]2COc3cc(OC)ccc3[C@@H]2N2C(=O)N(c3cccc(Cl)c3)C(=O)[C@@]12C	-8%	-10%	0%	1%	-5

No.	ATXN viability	KB-3-1 tox	HT1080NT lethal	HepG2 viability
25	i	-5%	u	-45%
26	i	3%	5%	11%
27	i	-12%	6%	-4%
28	i	u	u	-16%
29	i	-19%	6%[9.24 µM]	-31%
30	i	13%	x	-2%
31	i	26%	8%	1%
32	i	4%	0%	-5%

# (cont.)
No.	structure	ATXN2 expr inh	SW480 rerep	MCF10A rerep	HT1080 IDH1KD tx	IL1B secr inh
33	CCNS(=O)(=O)c1ccc(CCC(=O)Nc2ccc3c(c2)OCO3)cc1	4%	0%	0%	6%	-5
34	CN1CCN(S(=O)(=O)c2ccc(Oc3cccc(C(F)(F)F)c3)nc2)CC1	-4%	1%	7%	7%	10
35	CC(=O)Nc1ccc(S(=O)(=O)N[C@@H](C)C(=O)OCC(=O)NC2CCCC2)cc1	13%	-1%	4%	-1%	14
36	O=C(CSc1nncn1-c1ccccc1)Nc1cc(F)ccc1F	25%	-25%	-15%	u	5
37	O=C(NC(=O)N1CCCCCC1)c1ccc(Cl)cc1	10%	-1%	12%	5%	-3
38	O=C(C1CCN(S(=O)(=O)c2ccccc2)CC1)N1CCN(Cc2ccc3c(c2)OCO3)CC1	-16%	0%	1%	-12%	0
39	Cc1cccn2c(=O)c3cc(C(=O)N4CCOCC4)n(C)c3nc12	-2%	-1%	1%	0%	-3
40	COc1ccc(OCC(=O)OCC(=O)Nc2ccc(S(=O)(=O)N3CCCCC3)cc2)cc1	0%	-6%	0%	11%	6

No.	ATXN viability	KB-3-1 tox	HT1080NT lethal	HepG2 viability
33	i	13%	17%	28%
34	i	0%	0%	-9%
35	i	u	13%	0%
36	i	-3%	u	4%
37	i	-2%	8%	0%
38	i	0%	-9%	0%
39	i	x	0%	-25%
40	i	15%	14%	11%

# A different layout for two compounds above.
no. | Structure | ATXN2 expr inh | SW480 rerep | MCF10A rerep | HT1080 IDH1KD tx | IL1B secr inh | ATXN viability | KB-3-1 tox | HT1080NT lethal | HepG2 viability
3 | CCOC(=O)C1=C(N)OC2=C(C(=O)CCC2)C1c1ccccc1OC (stereo not given) | -7% | -10% | -7% | 5% | 13 | i | -11% | 15% | 11%
4 | O=C(CN1CCN(Cc2ccc(F)cc2)CC1)NCc1ccccc1 | x | 0% | -1% | -3% | 13 | i | -4% | 2% | 0%

# Entries of single compounds as entered above. Values in the order: ATXN2 expr inh	SW480 rerep	MCF10A rerep	HT1080 IDH1KD tx	IL1B secr inh	ATXN viability	KB-3-1 tox	HT1080NT lethal	HepG2 viability
# COc1ccc(OCC(=O)OCC(=O)Nc2ccc(S(=O)(=O)N3CCCCC3)cc2)cc1 across the screens: 0%	-6%	0%	11%	6	i	15%	14%	11%
# O=C(C1CCN(S(=O)(=O)c2ccccc2)CC1)N1CCN(Cc2ccc3c(c2)OCO3)CC1 across the screens: -16%	0%	1%	-12%	0	i	0%	-9%	0%
# O=C(CSc1nncn1-c1ccccc1)Nc1cc(F)ccc1F across the screens: 25%	-25%	-15%	u	5	i	-3%	u	4%
# O=C(NC(=O)N1CCCCCC1)c1ccc(Cl)cc1 across the screens: 10%	-1%	12%	5%	-3	i	-2%	8%	0%
# Cc1cccn2c(=O)c3cc(C(=O)N4CCOCC4)n(C)c3nc12 across the screens: -2%	-1%	1%	0%	-3	i	x	0%	-25%

# The list goes on.
No.	structure	ATXN2 expr inh	SW480 rerep	MCF10A rerep	HT1080 IDH1KD tx	IL1B secr inh
41	Cc1ccc(C)n1-c1cc([N+](=O)[O-])ccc1-n1ccnc1	-25%	-4%	8%	-13%	-15
42	CCOc1cc(C#N)c(NC(=O)c2cccnc2)cc1OCC	-2%	5.2µM*	3.7µM*	5.2µM*	49
43	O=C(Nc1ccccc1C(=O)OCc1nnc(-c2ccccc2)o1)c1ccco1	1%	0%	-1%	-3%	22
44	CCOc1ccc(Nc2ncnc(N)n2)cc1	14%	-5%	-5%	0%	3
45	COc1ccccc1/C=C1\SC(=S)N(CCC(=O)NC2=NCCS2)C1=O	u	0%	u	17%	0
46	COc1cccc2c1Oc1ncccc1N(C(=O)CCC(=O)NCCC(C)C)C2	9%	x	x	x	x
47	Cc1ccc(S(=O)(=O)N(CC(=O)O)Cc2ccccc2F)cc1	2%	1%	11%	8%	-1
48	Cc1cc(OCC(=O)O/N=C(\N)c2ccccc2)ccc1Br	32%	10%	-3%	29%	-12

No.	ATXN viability	KB-3-1 tox	HT1080NT lethal	HepG2 viability
41	i	-2%	-13%	8%
42	u	0.65µM*	u	-2%
43	i	9%	-1%	5%
44	i	0%	11%	-6%
45	x	1%	4%	7%
46	i	4%	x	10%
47	i	3%	15%	7%
48	i	22%	u	-5%
